IDE cell inh = human IDE inhibitors in live cells, primary screen, fluorescence polarization, HEK cells, FAbetaB substrate. Insulin-degrading enzyme (Homo sapiens), P14735. FAbetaB cleavage. inhibition, % at 5.59 µM. 0.41% of 320,000 active;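 active means percent inhibition above the average of all tested compounds plus 3 SD, set per screening campaign, cut at about 16% in these data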;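 further: IDE supplied by intact live HEK cells; FP after avidin binding of uncleaved biotin substrate so inhibition keeps polarization high; 0% = DMSO wells and 100% = 60 µM reference IDE inhibitor Ii1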
Target sequence (P14735 whole entry, looked up): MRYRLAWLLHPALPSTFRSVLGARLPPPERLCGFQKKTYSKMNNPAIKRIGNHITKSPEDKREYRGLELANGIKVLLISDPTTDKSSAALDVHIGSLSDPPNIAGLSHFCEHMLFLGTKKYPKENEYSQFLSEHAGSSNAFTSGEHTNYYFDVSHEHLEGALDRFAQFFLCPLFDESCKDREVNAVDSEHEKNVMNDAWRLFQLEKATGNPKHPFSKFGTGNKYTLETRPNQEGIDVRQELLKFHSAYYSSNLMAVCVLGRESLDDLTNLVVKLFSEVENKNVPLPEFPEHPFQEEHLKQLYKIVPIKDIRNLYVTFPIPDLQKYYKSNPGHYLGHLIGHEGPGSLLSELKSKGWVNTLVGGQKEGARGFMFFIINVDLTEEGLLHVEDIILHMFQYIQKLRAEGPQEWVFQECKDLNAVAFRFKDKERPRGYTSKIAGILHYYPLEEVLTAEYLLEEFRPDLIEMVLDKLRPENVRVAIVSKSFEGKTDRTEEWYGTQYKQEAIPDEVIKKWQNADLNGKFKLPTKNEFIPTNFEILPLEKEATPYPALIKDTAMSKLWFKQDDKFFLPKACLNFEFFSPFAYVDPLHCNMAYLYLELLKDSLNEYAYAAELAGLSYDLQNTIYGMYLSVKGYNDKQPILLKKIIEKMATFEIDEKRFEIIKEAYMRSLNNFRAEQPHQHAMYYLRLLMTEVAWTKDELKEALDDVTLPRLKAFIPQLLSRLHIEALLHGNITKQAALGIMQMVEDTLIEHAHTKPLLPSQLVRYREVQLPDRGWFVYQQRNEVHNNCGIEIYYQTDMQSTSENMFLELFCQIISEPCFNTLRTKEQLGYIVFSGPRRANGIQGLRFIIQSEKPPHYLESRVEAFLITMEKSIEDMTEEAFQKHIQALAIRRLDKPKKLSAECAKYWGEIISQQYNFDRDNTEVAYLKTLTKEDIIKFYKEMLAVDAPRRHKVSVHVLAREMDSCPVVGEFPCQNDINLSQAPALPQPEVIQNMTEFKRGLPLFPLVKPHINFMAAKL
NALP1 yeast inh = NALP1 inflammasome inhibitors in reconstituted yeast, colorimetric, S. cerevisiae, triplicate retest | 0.61% of 280,000 active | inhibition, % at 10 µM | S. cerevisiae NALP1/ASC/caspase-1 growth, X-gal OD620, 72 h | AID 2071, 2009; in the data active means inhibition mostly above about 24%, no sharp cut-off; inactive means mostly below about 32%; further: some compounds called inactive have numbers as strong as hits
IDE act = human IDE activators in live cells, primary screen, fluorescence polarization, HEK cells, FAbeta-B substrate; activation, % at 5.96 µM; Insulin-degrading enzyme (Homo sapiens), P14735; FAbeta-B cleavage; 0% vehicle, 100% cell-free pure enzyme wells; 0.073% of 340,000 active;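 active means activation above the mean of all tested compounds plus 3 SD, set per screening campaign, cut at about 17% in these data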
UBC9 SUMO inh = inhibitors of in vitro SUMOylation cascade, primary screen, biochemical, HTRF, uHTS; SUMO-conjugating enzyme UBC9 (Homo sapiens), P63279; HTRF SUMOylation assay, SAE1/SAE2 + UBC9; inhibition, % at 35 µM; 0.36% of 290,000 active; AID 2006, 2009; in the data active means inhibition above about 50%, passing the limit was not always enough; further: strong numbers were not always called active
pCIP destab = p/CIP-EGFP fusion destabilizers, primary screen, fluorescence, F442A cells. 16 h. Q05BA5. decrease of EGFP signal, % at 10 µM. 0.01% of 290,000 active;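 active means EGFP signal decrease of at least 30% at 10 µM or well 3 SD below plate mean, unless failing retest; inactive means the rest, including hits failing retest or dose response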; further: some compounds called inactive have numbers as strong as hits; many of its hits are not listed in these tables
MEKK2 WT-MEK5 = modulators of MEK5 binding to wildtype MEKK2, primary screen, biochemical, multiplex bead flow cytometry, Alexa488-MEK5 | Alexa488-MEK5 binding to MEKK2 WT; actives lie on both sides | binding response (% of control), % at 10 µM | 1.1% of 290,000 active | Mitogen-activated protein kinase kinase kinase 2 (Homo sapiens), Q9Y2U5 | AID 1531, 2009; in the data active means binding response below about 67% or above about 130%
MEKK3 PB1 HTS = modulators of MEKK3-MEK5 PB1 binding, primary screen, biochemical, wildtype MEKK3, multiplex bead flow cytometry, Alexa488-MEK5. Mitogen-activated protein kinase kinase kinase 3 (Homo sapiens), Q99759. bead-based flow cytometry, Alexa488-MEK5 binding to MEKK3; actives lie on both sides; 0 = blocked by unlabeled MEK5, 100 = vehicle. binding response (% of control), % at 10 µM. 1.4% of 290,000 active. AID 1529, 2009;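 active means binding response more than 3 SD above or below the average of its plate-row segment, actives on both sides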;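 further: Alexa488 bead fluorescence after subtracting the streptavidin-only scavenger bead signal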
MEKK2 mut-MEK5 = MEK5 binding signal on mutant MEKK2 PB1, primary screen, biochemical, multiplex bead flow cytometry, Alexa488-MEK5. Alexa488-MEK5 binding to MEKK2 mutant. percent response, % at 10 µM. 0.35% of 290,000 active; in the data active means percent response above about 24%, passing the limit was not always enough; further: inactives centre near 1; some results filed as inactive read as strong as hits; reference of the scale not given here
PfM18AAP inh = PfM18AAP inhibitors, malaria aminopeptidase, primary screen, biochemical, QFRET, recombinant enzyme; H-Glu-NHMec fluorogenic cleavage; 1.2% of 290,000 active; inhibition, % at 7.35 µM; M18 aspartyl aminopeptidase (Plasmodium falciparum 3D7);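 active means inhibition above the campaign mean inhibition over all tested compounds plus 3 SD, cut at about 28% in these data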;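 further: 0% = plate median of test compound wells and 100% = 2 mM ZnCl2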
Numbers without * were called inactive. The list is partial (hit frequency here may not be typical).

Cc1cccc2sc(N(CCN(C)C)C(=O)c3cc(Cl)sc3Cl)nc12 was read as IDE cell inh -2.6, NALP1 yeast inh 43.7, IDE act 3.1, UBC9 SUMO inh -6.7, pCIP destab -15.9, MEKK2 WT-MEK5 109.0, MEKK3 PB1 HTS 112.0, MEKK2 mut-MEK5 1.0 and PfM18AAP inh -3.2.
Screening Cn1nnnc1SCC(=O)Nc1ccccc1[N+](=O)[O-] returned IDE cell inh -0.1, NALP1 yeast inh 6.7, IDE act 4.3, UBC9 SUMO inh 12.7, pCIP destab -16.9, MEKK2 WT-MEK5 105.0, MEKK3 PB1 HTS 104.0, MEKK2 mut-MEK5 15.0 and PfM18AAP inh 2.7.
NC(=O)C1(N2CCCCC2)CCN(C(=O)c2ccccc2)CC1 was read as IDE cell inh 8.8, NALP1 yeast inh 18.1, IDE act -2.4, UBC9 SUMO inh 4.7, pCIP destab -4.5, MEKK2 WT-MEK5 112.0, MEKK3 PB1 HTS 110.0, MEKK2 mut-MEK5 4.0 and PfM18AAP inh -0.6.
O=C(CSc1ncn(-c2ccccc2)n1)Nc1ccc(Br)cn1 was read as IDE cell inh 7.3, NALP1 yeast inh 12.1, IDE act -5.0, UBC9 SUMO inh 2.6, pCIP destab -14.1, MEKK2 WT-MEK5 79.0, MEKK3 PB1 HTS 78.0, MEKK2 mut-MEK5 -14.0 and PfM18AAP inh 14.2.
Screening CC(/C=C/c1ccccc1)=N/O returned IDE cell inh -0.5, NALP1 yeast inh 8.4, IDE act -3.4, UBC9 SUMO inh 9.5, pCIP destab -1.0, MEKK2 WT-MEK5 100.0, MEKK3 PB1 HTS 96.0, MEKK2 mut-MEK5 3.0 and PfM18AAP inh -2.4.
Screening CCOc1ccc(/C=C2\SC(N3CCc4ccccc4C3)=NC2=O)cc1 returned IDE cell inh 1.7, NALP1 yeast inh 26.2, IDE act -4.2, UBC9 SUMO inh 10.7, pCIP destab -13.2, MEKK2 WT-MEK5 95.0, MEKK3 PB1 HTS 132.0, MEKK2 mut-MEK5 -1.0 and PfM18AAP inh -1.2.
`C#CCSc1nnc(-c2cccc3ccccc23)o1` gave IDE cell inh -4.0, IDE act 4.7, MEKK2 WT-MEK5 99.0, MEKK3 PB1 HTS 97.0, MEKK2 mut-MEK5 -1.0 and PfM18AAP inh 3.4.
`COC(=O)c1cn(C(=O)c2ccc(C)cc2C)c2ccccc12` gave IDE cell inh 5.7, NALP1 yeast inh -5.7, IDE act 2.6, UBC9 SUMO inh -3.4, pCIP destab 10.1, MEKK2 WT-MEK5 101.0, MEKK3 PB1 HTS 102.0, MEKK2 mut-MEK5 -1.0 and PfM18AAP inh -10.9.
`C=CCNC(=S)Nc1cc(C)ccn1` gave IDE cell inh -8.9, NALP1 yeast inh 0.8, IDE act -5.0, UBC9 SUMO inh 12.2, pCIP destab -2.1, MEKK2 WT-MEK5 102.0, MEKK3 PB1 HTS 101.0, MEKK2 mut-MEK5 0.0 and PfM18AAP inh 22.9.
Cc1ccc(N2C(=O)CSC23C(=O)Nc2ccccc23)cc1 (stereo not given) was read as IDE cell inh 2.1, NALP1 yeast inh -1.7, IDE act -1.1, UBC9 SUMO inh -21.2, pCIP destab 6.7 and PfM18AAP inh 3.2.
For CCCC(=O)NCc1cc(-c2nn(C)c(=O)c3ccccc23)ccc1C the results were IDE cell inh 13.5, NALP1 yeast inh 9.1, IDE act -0.4, UBC9 SUMO inh -13.9, pCIP destab -9.2, MEKK2 WT-MEK5 123.0, MEKK3 PB1 HTS 120.0, MEKK2 mut-MEK5 5.0 and PfM18AAP inh -2.8.
For O=C(CCCOc1ccccc1)Nc1ccc(S(=O)(=O)Nc2ccccn2)cc1 the results were IDE cell inh 3.6, NALP1 yeast inh 6.9, IDE act 3.8, UBC9 SUMO inh 2.8, pCIP destab 10.6, MEKK2 WT-MEK5 94.0, MEKK3 PB1 HTS 101.0, MEKK2 mut-MEK5 -4.0 and PfM18AAP inh -11.9.
Screening COC(=O)C1CN(C(=O)C(C)Oc2ccccc2Cl)c2ccccc2O1 (stereo not given) returned IDE cell inh 5.7, NALP1 yeast inh 11.4, IDE act -0.6, UBC9 SUMO inh 0.3, pCIP destab -10.7, MEKK2 WT-MEK5 104.0, MEKK3 PB1 HTS 105.0, MEKK2 mut-MEK5 0.0 and PfM18AAP inh -7.6.
Screening CCOc1ccccc1NC(=O)c1c(NC(=O)CCC(=O)O)sc2c1CCCCC2 returned NALP1 yeast inh -3.0, IDE act -5.2, UBC9 SUMO inh 0.3, pCIP destab -24.2, MEKK2 WT-MEK5 97.0, MEKK3 PB1 HTS 101.0, MEKK2 mut-MEK5 5.0 and PfM18AAP inh 20.3.
O=C(COc1ccc(Cl)cc1Cl)N1CCCC1 was read as IDE cell inh -2.4, NALP1 yeast inh 25.2, IDE act 0.0, UBC9 SUMO inh 5.9, pCIP destab -0.7, MEKK2 WT-MEK5 107.0, MEKK3 PB1 HTS 105.0, MEKK2 mut-MEK5 5.0 and PfM18AAP inh 4.3.
For COC(=O)c1ccc(OCC(O)Cn2nnc3ccccc32)cc1 (stereo not given) the results were IDE cell inh 7.0, NALP1 yeast inh -11.0, IDE act 1.1, UBC9 SUMO inh -13.9, pCIP destab 4.5, MEKK2 WT-MEK5 96.0, MEKK3 PB1 HTS 95.0, MEKK2 mut-MEK5 2.0 and PfM18AAP inh -11.3.
`O=C(O)Cc1sc(NC2CCCCC2)nc1-c1ccc(Cl)cc1` gave IDE cell inh 20.0*, NALP1 yeast inh 25.5, IDE act 7.6, UBC9 SUMO inh 3.9, pCIP destab -28.6, MEKK2 WT-MEK5 100.0, MEKK3 PB1 HTS 97.0, MEKK2 mut-MEK5 3.0 and PfM18AAP inh -8.8.
Fc1ccc(NCc2cccnc2)cc1 was read as IDE cell inh -1.2, NALP1 yeast inh -15.8, IDE act 2.5, UBC9 SUMO inh 1.4, pCIP destab -8.2, MEKK2 WT-MEK5 99.0, MEKK3 PB1 HTS 110.0, MEKK2 mut-MEK5 5.0 and PfM18AAP inh -12.0.
`Cc1cc(C)nc(SCC(=O)c2ccc(C)c(C)c2)n1` gave IDE cell inh 3.6, NALP1 yeast inh 26.5, IDE act 0.9, UBC9 SUMO inh 5.7, pCIP destab -10.6, MEKK2 WT-MEK5 110.0, MEKK3 PB1 HTS 107.0, MEKK2 mut-MEK5 10.0 and PfM18AAP inh -9.1.
`CCC(=O)N1Cc2ccccc2-c2ccccc2C1=O` gave IDE cell inh 3.8, NALP1 yeast inh 9.6, UBC9 SUMO inh -1.8, pCIP destab 8.1, MEKK2 WT-MEK5 98.0, MEKK3 PB1 HTS 103.0, MEKK2 mut-MEK5 1.0 and PfM18AAP inh 5.3.
`Cc1ccccc1N(C)S(=O)(=O)c1ccc2[nH]cc(C(=O)NCC3CCCO3)c(=O)c2c1` (stereo not given) gave IDE cell inh 6.8, NALP1 yeast inh 4.5, IDE act 3.0, UBC9 SUMO inh 10.6, pCIP destab 5.2, MEKK2 WT-MEK5 104.0, MEKK3 PB1 HTS 102.0, MEKK2 mut-MEK5 -3.0 and PfM18AAP inh 4.6.
CC1(C)CC(CCC(=O)Nc2ccc(S(N)(=O)=O)cc2)C(=O)O1 (stereo not given) was read as IDE cell inh 1.4, NALP1 yeast inh 9.9, IDE act -4.7, UBC9 SUMO inh -45.5, pCIP destab -0.7, MEKK2 WT-MEK5 89.0, MEKK3 PB1 HTS 93.0, MEKK2 mut-MEK5 -8.0 and PfM18AAP inh 0.4.
`Cc1nc(N/N=C\c2ccc3c(c2)OCO3)sc1C` gave IDE cell inh 0.7, NALP1 yeast inh 14.4, IDE act -0.5, UBC9 SUMO inh -3.7, pCIP destab 1.7, MEKK2 WT-MEK5 104.0, MEKK3 PB1 HTS 103.0, MEKK2 mut-MEK5 6.0 and PfM18AAP inh 5.9.
`Cc1ccc(NC(=O)CSc2nc3ccccc3c(=O)n2CCCC(=O)N2CCCC2)cc1` gave IDE cell inh 9.1, NALP1 yeast inh 7.4, IDE act -3.1, UBC9 SUMO inh 10.3, pCIP destab -0.2, MEKK2 WT-MEK5 101.0, MEKK3 PB1 HTS 99.0, MEKK2 mut-MEK5 -1.0 and PfM18AAP inh -3.9.
`Cc1nn(C)cc1CNC(=O)c1ccc(Br)o1` gave IDE cell inh -5.1, NALP1 yeast inh 8.2, IDE act 5.6, UBC9 SUMO inh -1.4, pCIP destab -13.7, MEKK2 WT-MEK5 105.0, MEKK3 PB1 HTS 105.0, MEKK2 mut-MEK5 11.0 and PfM18AAP inh 0.4.
COc1ccc(/C(O)=C2\C(=O)C(=O)N(c3cc(C)on3)C2c2ccc(OC)c(OC)c2)cc1OC (stereo not given) was read as IDE cell inh -3.9, NALP1 yeast inh -3.3, IDE act -6.8, UBC9 SUMO inh 9.7, pCIP destab -9.1, MEKK2 WT-MEK5 119.0, MEKK3 PB1 HTS 112.0, MEKK2 mut-MEK5 7.0 and PfM18AAP inh 20.3.
For O=[N+]([O-])c1cccc(/C=N/n2cnnc2)c1O the results were IDE cell inh 1.7, NALP1 yeast inh 16.5, IDE act -1.8, UBC9 SUMO inh -9.1, pCIP destab 5.3, MEKK2 WT-MEK5 101.0, MEKK3 PB1 HTS 100.0, MEKK2 mut-MEK5 -2.0 and PfM18AAP inh 10.6.
Screening CCCCN(CCCC)CC(O)Cn1c2ccccc2c(=O)c2ccccc21 (stereo not given) returned IDE cell inh 2.1, NALP1 yeast inh 8.3, UBC9 SUMO inh 23.4, pCIP destab 6.0, MEKK2 WT-MEK5 106.0, MEKK3 PB1 HTS 109.0, MEKK2 mut-MEK5 4.0 and PfM18AAP inh -2.7.
Screening CC(=O)c1ccc(N(CC(=O)NC2CCCC2)C(=O)CNC(=O)c2ccco2)cc1 returned IDE cell inh 1.8, NALP1 yeast inh 0.1, IDE act -2.7, UBC9 SUMO inh -2.9, pCIP destab 2.6, MEKK2 WT-MEK5 105.0, MEKK3 PB1 HTS 103.0, MEKK2 mut-MEK5 4.0 and PfM18AAP inh 0.0.
For Cc1cc(C(=O)NCCC2=CCCCC2)c(C)o1 the results were IDE cell inh -3.5, NALP1 yeast inh -9.4, IDE act 7.5, UBC9 SUMO inh 3.2, pCIP destab -9.7, MEKK2 WT-MEK5 101.0, MEKK3 PB1 HTS 98.0, MEKK2 mut-MEK5 3.0 and PfM18AAP inh 8.1.

Retrieved by compound from above:
For Cc1cc(C(=O)NCCC2=CCCCC2)c(C)o1 the results were IDE cell inh -3.5, NALP1 yeast inh -9.4, IDE act 7.5, UBC9 SUMO inh 3.2, pCIP destab -9.7, MEKK2 WT-MEK5 101.0, MEKK3 PB1 HTS 98.0, MEKK2 mut-MEK5 3.0 and PfM18AAP inh 8.1.
`Cc1nn(C)cc1CNC(=O)c1ccc(Br)o1` gave IDE cell inh -5.1, NALP1 yeast inh 8.2, IDE act 5.6, UBC9 SUMO inh -1.4, pCIP destab -13.7, MEKK2 WT-MEK5 105.0, MEKK3 PB1 HTS 105.0, MEKK2 mut-MEK5 11.0 and PfM18AAP inh 0.4.

High-throughput results: PubChem, several laboratories
